USP2a block: inhibitors of human ubiquitin-specific protease USP2a | USP2 core, Ub-CHOP2 coupled fluorogenic reporter, 485/531 | hit rate 0.01% among 330,000 | Potency, µM (top dose mostly 38.3 µM), without a hit: at the highest dose activity change, negative = inhibition, usual class: inhibitors | AID 463254;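 also: potency is read from the fitted curve at half-maximal effect; plate controls were DMSO wells for no effect and full inhibition by NEM control for full effect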
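Deubiquitinase activity read as fluorescence (485/531 nm) after Ub-CHOP2 cleavage activates the enterokinase reporter on its substrate; USP2 core 10nM, Ub-CHOP2 and substrate 25nM each, 30min compound preincubation then 60min RT; data normalized to NEM, curves fitted.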
B2AR arrestin: beta2AR (human) beta-arrestin recruitment activity | Potency, µM (titrated, usually from 46.1 µM), inactives show top-dose activation, most hits filed as activators | beta-arrestin recruitment to beta2AR, cell-based reporter | AID 492947 | hit rate 0.02% among 330,000 | P07550;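 also: potency is read from the fitted curve at half-maximal effect; 0% = DMSO controls and full agonism = EC100 isoproterenol or metaproterenol; nearly all actives have a fitted effect of over 65% in size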
ELG1 repair inh: inhibitors of ELG1-dependent DNA repair in HEK293T cells; HEK293T ELG1-luciferase reporter, luminescence, 16 h; DNA damage induced by 5-fluorouridine; Potency, µM (top dose mostly 46.1 µM), inactives show top-dose activity change, negative = inhibition, actives largely listed as inhibitors; hit rate 2.3% among 330,000; AID 504467; also: potency is read from the fitted curve at half-maximal effect; % is scaled to controls: 0 for no effect and ±100 for the full control effect; nearly all actives have a fitted effect of over 55% in size
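Cells (2,000 per well) received 5-fluorouridine plus test compound or DMSO and were incubated 16 hr at 37 °C, 5% CO2. Luciferase activity was read by luminescence 30 min after ONE-Glo addition; signal suppression marked inhibition of damage-induced ELG1 function.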
Mito fusion act: blocks mitochondrial division or promotes mitochondrial fusion. S. cerevisiae fusion-defective mutant growth rescue, CellTiterGlo 48 h. Potency, µM (highest dose often 46.1 µM), for inactives: top-dose growth rescue (activation), usual class: activators. hit rate 0.23% among 320,000;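 also: potency is read from the fitted curve at half-maximal effect; % of control where 0% means no effect; nearly all actives have a fitted effect of over 45% in size; temperature-sensitive fusion mutants such as fzo1-1 at 37 °C on non-fermentable ethanol glycerol medium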
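Temperature-sensitive fusion-defective S. cerevisiae (e.g. fzo1-1, mgm1-5) were grown with compound in YPEG medium (3% ethanol, 3% glycerol) for 48 hours at 37C. Growth rescue was measured as viability by CellTiterGlo luminescence after 10 minutes at ambient.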
uPA surface inh: inhibitors of cell surface uPA generation; cell surface uPA generation assay, qHTS; Potency, µM (doses to about 38.3 µM), without a hit: at the top dose activity change, negative = inhibition, hits mostly inhibitors; hit rate 0.31% among 330,000; AID 540303; active = well fitted inhibition curve with a large enough effect; inconclusive = small, poorly fitted or top-dose-only effect; inactive = no such curve, though single readings can be large or run the other way; tested in mouse RAW 264.7 cells; also: potency is read from the fitted curve at half-maximal effect; % is scaled to controls: 0 for no effect and ±100 for the full control effect; nearly all actives have a fitted effect of over 55% in size
Chronic BCR inh: chronic active BCR signaling inhibition; hit rate 0.05% among 340,000; Potency, µM (titrated, usually from 46.1 µM), inactives show at the top dose ratio change, negative = lower green/red ratio, hits mostly inhibitors; ABC-DLBCL IkBa-CBG/CBR reporter, luminescence ratio, 4 h; active = well fitted inhibition curve with a large enough effect in the signal ratio, with a control signal flat, not every such curve was filed as active; inconclusive = small, poorly fitted or top-dose-only effect, or effect the other way, or a change in a side signal; the % refers to the signal ratio;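 also: potency is read from the fitted curve at half-maximal effect; plate controls were basal doxycycline-induced cells for no effect and cells given 10 µM MG132 for full effect; MG132 reads +100%, hits lower the ratio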
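TMD8 human ABC-DLBCL cells with doxycycline-inducible IκBα–green luciferase fusion and unfused red luciferase, in 0.5% FBS medium; compounds up to 46 uM, 4 h at 37C. Green/red luminescence ratio, filter-overlap corrected, fitted to concentration-response curves.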
TCR act: activators of T cell receptors; Potency, µM (doses to about 9.22 µM), inactives show at the highest dose activation of IL-2 secretion, hits mostly activators; primary human leukocytes, anti-CD3, IL-2 HTRF, 48 h; 330,000 tested, under 10 active; also: % of control where 0% means no effect
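Primary human leukocytes receive a-CD3 beads and test compound and are incubated 48 hr. Secreted IL-2 is then assayed by HTRF, measuring 665nm acceptor emission after 320nm excitation of the europium donor.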
Tb PFK block: T. brucei PFK enzyme inhibition. O15648. T. brucei PFK, ADP-Glo luminescence. Potency, µM (highest dose often 57.5 µM), without a hit: at the highest dose activity, negative = inhibition, usual class: inhibitors. hit rate 0.17% among 330,000;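 also: potency is read from the fitted curve at half-maximal effect; 0% = uninhibited 1x PFK enzyme wells and -100% = no-enzyme wells; nearly all actives have a fitted effect of over 60% in size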
Target sequence (O15648 whole entry, looked up): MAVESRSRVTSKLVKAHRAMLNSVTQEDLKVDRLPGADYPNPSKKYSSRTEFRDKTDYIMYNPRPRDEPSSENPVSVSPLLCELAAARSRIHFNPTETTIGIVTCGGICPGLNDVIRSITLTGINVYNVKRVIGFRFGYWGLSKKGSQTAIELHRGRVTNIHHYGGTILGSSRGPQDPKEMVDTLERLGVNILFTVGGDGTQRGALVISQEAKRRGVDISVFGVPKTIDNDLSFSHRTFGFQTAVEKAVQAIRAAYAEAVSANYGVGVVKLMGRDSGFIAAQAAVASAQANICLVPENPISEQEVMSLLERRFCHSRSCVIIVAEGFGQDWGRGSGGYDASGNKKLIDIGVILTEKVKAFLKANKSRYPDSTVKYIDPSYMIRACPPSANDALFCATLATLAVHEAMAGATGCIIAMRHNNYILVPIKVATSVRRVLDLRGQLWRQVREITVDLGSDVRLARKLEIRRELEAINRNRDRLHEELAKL
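In TEA buffer at pH 8.0 with 5 mM MgCl2, enzyme (1.25 nM) converted F6P (0.5 mM) and ATP (0.1 mM) for 45 min at room temperature. ADP product was read by luciferase luminescence.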
PTAP TSG101 blk: blocks PTAP/TSG101 interaction to inhibit HIV-1 budding; Q99816; Fluorescence polarization, FITC-PTAP peptide / Tsg101 binding; Potency, µM (highest dose often 115 µM), for inactives: top-dose activity change, negative = inhibition, usual class: inhibitors; 340,000 tested, under 10 active; active = well fitted inhibition curve with a large enough effect in the main read-out, with a control signal flat, not every such curve was filed as active; inconclusive = small, poorly fitted or top-dose-only effect, or effect the other way, or a change in a side signal; inactive = no such curve, though single readings can be large or run the other way; also: potency is read from the fitted curve at half-maximal effect; % of control where 0% means no effect
Target sequence (Q99816 whole entry, looked up): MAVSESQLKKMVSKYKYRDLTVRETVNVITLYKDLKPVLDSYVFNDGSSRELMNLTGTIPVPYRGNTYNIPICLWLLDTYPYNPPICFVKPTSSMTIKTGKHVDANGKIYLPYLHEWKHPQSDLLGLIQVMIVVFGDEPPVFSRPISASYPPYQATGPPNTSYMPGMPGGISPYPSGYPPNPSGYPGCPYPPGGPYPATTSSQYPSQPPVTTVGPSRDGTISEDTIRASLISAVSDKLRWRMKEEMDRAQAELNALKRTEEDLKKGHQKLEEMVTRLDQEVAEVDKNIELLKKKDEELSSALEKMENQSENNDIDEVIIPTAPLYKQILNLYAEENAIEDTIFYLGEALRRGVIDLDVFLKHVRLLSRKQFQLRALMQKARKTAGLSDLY
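Fluorescence anisotropy tracks displacement of a FITC-tagged PTAP peptide (50 nM) from the Tsg101 binding domain (10 uM), following a 20 min room-temperature incubation at pH 7.5.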
Eya2 inh: blocks the phosphatase activity of human Eya2; Potency, µM (series often up to 76.9 µM), for the others: top-dose activity, negative = inhibition, actives largely listed as inhibitors; hit rate 0.006% among 330,000; recombinant Eya2, OMFP fluorescence dephosphorylation (OMFP is methylfluorescein phosphate); O00167; also: potency is read from the fitted curve at half-maximal effect; % is scaled to controls: 0 for no effect and ±100 for the full control effect
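Eya2 (0.2 uM) preincubated 10 min at ambient with compound, then OMFP substrate added at 50 uM; 10 min reaction in 50 mM HEPES pH 7.5, 50 mM NaCl, 5 uM MgCl2, 0.05% BSA, 1 mM DTT. Fluorescence read at Ex 485/Em 525 nm.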
TSHR antagonist: blocks TSH signaling through the human TSH receptor; TSHR-expressing cells, TSH-stimulated cAMP HTRF, 2 h; stronger effect = lower value; activity change, negative = inhibition, % at 11.5 µM; hit rate 0.2% among 330,000; AID 504810;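 active = activity change below a set negative limit, meaning inhibition stronger than a set level, cut at about -70% in these data; inconclusive = activity change between two set negative limits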; also: % is scaled to controls: 0 for no effect and ±100 for the full control effect
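Freshly harvested TSHR cells receive pin-tooled compound, then EC80 TSH at 4nM final. After 2 hours at 37 deg C, antibody in lysis buffer and cAMP-d2 are added; 30 minutes at ambient temperature precede the HTRF read.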
Numbers without * were called inactive; u = inconclusive; x = no result given; [ ] = dose if it differs, or a comment. Unless noted, calls follow the shape of the dose curve; as a rule, active = well fitted curve in the direction sought with a large enough effect; inconclusive = small, poorly fitted or top-dose-only effect, or another doubt; inactive = no such curve, though single readings can be large; an effect the other way counts as inactive or inconclusive. Compounds were not picked by outcome. About 3% of those tested had a hit in this group.

SMILES	USP2a block	B2AR arrestin	ELG1 repair inh	Mito fusion act	uPA surface inh	Chronic BCR inh	TCR act	Tb PFK block	PTAP TSG101 blk	Eya2 inh	TSHR antagonist
O=C(CSc1nnc2ccccn12)NC(=O)NC1CCCC1	7.6%	-0.3%	u	-0.2%	-3.5%	2.3%	x	-5.4%	4.0%	-22.6%	-2.2
Cc1nnc(SCC(=O)NCc2ccccc2Cl)n(N)c1=O	0.3%	-0.9%	16.1%	-2.4%	-3.4%	u	-2.7%[46.1 µM]	-1.7%	-0.1%	1.2%	8.8
CCOc1ncccc1C(=O)OC(C)C(=O)NC1CCCCC1 (configuration not stated)	1.5%	-0.1%	-0.6%	4.3%	-1.0%	1.4%	10.0%	0.0%	4.2%	22.1%	7.4
O=C(O)c1ccc(-c2ccc(O)c(F)c2)cc1	1.8%	-0.2%	21.8%	-4.1%	-3.7%	u	3.1%	-2.3%	-5.5%	3.6%	5.7
CCOC(=O)C1C(=O)NCC1c1ccccc1 (configuration not stated)	1.3%	0.0%	1.4%	-0.9%	8.3%	-9.9%	8.6%	1.1%	1.7%	-11.2%	15.0
O=C(CN1N=C(c2ccc(Cl)cc2)CCC1=O)NCc1cccs1	0.7%	0.1%	1.7%	1.3%	x	-9.4%	x	-5.6%	x	u	5.5
COc1ccc(CCN(C)Cc2cccc3ccccc23)cc1OC	0.2%	-0.5%	u	-0.4%	9.9%	-3.6%	-5.2%	4.5%	-2.1%	-0.9%	-9.9
Cc1cc(O)c(-c2ccno2)cc1Cl	1.9%	-0.3%	-12.4%	0.2%	1.4%	-5.5%	-2.7%[46.1 µM]	-2.9%	-5.6%	0.4%	11.8
CCCC(=O)N1CC(=O)Nc2ccc(F)cc2C1c1ccccc1 (configuration not stated)	-2.2%	0.2%	-3.3%	-2.6%	-10.6%	u	-6.2%	1.5%	-5.0%	8.7%	-0.6
CCCNC(=O)c1ccccc1NC(=O)C1COc2ccccc2O1 (configuration not stated)	1.7%	13.7%	-28.6%	-0.3%	-1.0%	u	-1.8%	-0.4%	-6.5%	7.7%	9.9
O=C(Nc1nc2c(F)cc(F)cc2s1)c1ccccn1	1.9%	0.6%	u	11.2%	-12.9%	u	8.1%	-0.8%	1.5%	-7.4%	-2.3
O=C(NCCCn1ccnc1)c1ccc(Br)o1	-6.7%	-0.1%	4.2%	0.0%	-11.1%	-9.4%	-4.9%	1.1%	-0.5%	7.7%	x
CCC1(c2ccc(Cl)cc2)NC(=O)N(CC(=O)NCc2ccc(F)cc2)C1=O (configuration not stated)	2.7%	-0.3%	-10.3%	-9.2%	6.0%	u	-1.1%	4.0%	0.2%	10.1%	11.4
Cc1ccc(NC(=O)C2CCN(S(=O)(=O)c3ccc4c(c3)NC(=O)CO4)CC2)cc1C	-0.1%	0.4%	-9.2%	-0.3%	-9.4%	3.2%	-2.5%	0.9%	-3.0%	2.0%	-12.6
Cc1cc2c(c(=O)n1CCN(C)C)C(c1ccncc1)C(C#N)=C(N)O2 (configuration not stated)	0.0%	-0.1%	8.5%	-6.8%	1.0%	u	0.8%	0.9%	0.3%	0.8%	0.6
CO/N=C/c1ccc(N2CCCC2)c([N+](=O)[O-])c1	1.9%	0.4%	-5.3%	-2.0%	-3.4%	0.3%	-15.6%	-8.4%	-0.5%	-23.9%	-8.5
CCN1CC(c2ccccc2)C(c2ccc(Cl)cc2)=N1 (configuration not stated)	2.1%	-2.7%	3.5%	2.1%	3.4%	6.8%	1.7%[46.1 µM]	1.6%	0.7%	-2.1%	-0.9
COC(=O)Cn1cc(C#N)c2ccccc21	3.4%	-1.1%	6.7%	-1.4%	-2.3%	-3.4%	-3.1%[46.1 µM]	-13.9%	-4.7%	-0.7%	0.8
O=C1CN(C(=O)c2cc3ccccc3oc2=O)C(c2ccc(F)cc2)c2cc(Br)ccc2N1 (configuration not stated)	-0.1%	0.2%	5.7%	22.0%	-10.4%	2.7%	-2.4%	-4.5%	1.1%	-6.8%	0.2
CC(=O)Nc1ccc(S(=O)(=O)NCc2ccc(C(=O)NCc3ccc4c(c3)OCO4)cc2)cc1	0.0%	-0.1%	-0.1%	2.6%	1.2%	u	8.3%	-0.8%	-2.6%	7.5%	5.0
Cn1c(=O)c2c(SCC(=O)NC3CCCC3)nc(CC(C)(C)C)nc2n(C)c1=O	2.2%	-0.1%	-1.6%	-0.8%	10.0%	-0.3%	13.7%	-2.7%	0.6%	10.6%	-10.1
[O-]/C(=C(\C(=S)Nc1cccc2ccccc12)[n+]1ccccc1)c1cccs1	11.3%	0.0%	-6.5%	0.6%	1.4%	-0.1%	-2.6%	-3.8%	-3.1%	3.9%	-13.2
CCOC(=O)c1c(NC(=O)Nc2ccc(Cl)cc2)sc(C)c1C	-1.1%	-0.5%	13.5%	2.5%	3.2%	15.0%	1.6%	3.7%	-3.5%	-11.0%	7.1
O=C(Nc1ccc(F)cc1F)c1cccc(C(=O)Nc2ccc(F)cc2F)n1	0.4%	0.0%	16.4µM*	-0.5%	1.4%	0.1%	-4.5%	-4.8%	0.1%	2.4%	6.2
COC(CNC(=O)c1cc(S(=O)(=O)N2CCc3ccccc32)ccc1F)OC	1.5%	-0.1%	-1.1%	-1.1%	-18.4%	u	3.1%	-0.9%	-4.2%	-0.7%	2.9
O=C(c1cc(-c2ccc(O)cc2)on1)N1CCOCC1	-0.6%	0.4%	u	-0.6%	-7.4%	u	-2.6%	2.5%	1.1%	1.2%	-6.8
COc1cc2c(cc1OC)C(c1ccsc1)CC(=O)N2 (configuration not stated)	-1.4%	0.0%	25.9%	2.2%	-11.3%	-2.7%	3.2%	-0.1%	-4.3%	4.5%	-1.6
COc1ccc2o/c(=N\O)c(C(=O)Nc3ccccc3OC)cc2c1	0.0%	0.1%	20.7%	-2.0%	7.7%	u	-1.2%	u	-2.8%	-4.4%	-17.5
O=C(c1ccccc1)N1CCSC1=S	1.7%	-0.9%	10.1%	-2.1%	0.6%	-9.3%	-1.5%	-1.7%	-7.3%	20.5%	30.8
CCCc1cc(C(=O)NC(C)C2CCCO2)cs1 (configuration not stated)	2.4%	0.2%	u	-0.5%	-22.6%	u	4.0%	-5.1%	-5.8%	2.8%	1.9
CCOC(=O)N1CCc2c(sc3nc(SC(C)C)n(N)c(=O)c23)C1	0.7%	-2.5%	u	27.2%	-5.9%	u	-1.7%[46.1 µM]	8.8%	-0.1%	2.9%	-18.2
CCc1cccc(C)c1NC(=O)C1CCCN1C(=O)NCc1ccccc1 (configuration not stated)	4.4%	-0.3%	-0.9%	-1.7%	16.6%	u	1.6%	-2.7%	1.3%	1.6%	1.5
CN1/C(=C\C(=O)c2cccs2)C(C)(C)c2ccccc21	3.2%	0.0%	5.0%	u	8.0%	9.5%	-10.2%[46.1 µM]	0.5%	0.8%	-8.7%	-10.3
COc1ccc(N(CC(=O)NC2CCCC2)C(=O)Cn2nnc(-c3ccc(C)cc3)n2)cc1	2.6%	0.2%	-22.5%	9.9%	x	-5.1%	0.0%[46.1 µM]	10.4%	-4.9%	0.1%	-8.0
CCOc1ccc(-c2[nH]ncc2Oc2cccc(OC)c2)c(O)c1	-1.2%	0.8%	-14.3%	21.1%	0.6%	u	-22.7%	-2.6%	-1.1%	-2.6%	-6.0
CCOc1ccc2nc(N3CCC(C(=O)N4CCN(C(=O)c5ccco5)CC4)CC3)sc2c1	9.2%	-0.9%	u	-5.0%	u	-3.8%	1.9%[46.1 µM]	2.7%	-5.8%	-0.7%	3.3
Cc1ccc(Nc2nc(N)c([N+](=O)[O-])c(NCc3ccco3)n2)cc1C	-0.1%	-0.9%	u	9.5%	-19.7%	u	1.9%[46.1 µM]	5.3%	1.5%	-13.8%	10.9
CC1=NN(C(=O)c2c(Br)c(C)nn2C)C(O)(C(F)(F)F)C1 (configuration not stated)	1.9%	-0.5%	3.8%	-0.9%	3.9%	u	3.4%[46.1 µM]	u	0.3%	0.5%	21.6
CC(C)(C)c1nc2ccc(NS(=O)(=O)c3ccc(F)c(F)c3F)cc2[nH]1	-1.8%	0.2%	-4.3%	-1.9%	-2.7%	7.1%	-7.2%	-1.3%	-4.9%	4.5%	5.7
